Pin1 inh = qHTS Assay to Find Inhibitors of Pin1. Potency, µM (doses to about 115 µM), for inactives: at the top dose activity, negative = inhibition, hits mostly inhibitors. Pin1 FP peptide displacement, HiFluor488, 10 min. Peptidyl-prolyl cis-trans isomerase NIMA-interacting 1 (Homo sapiens), Q13526. actives 0.009% (n = 390,000); active means well fitted inhibition curve with a large enough effect in the polarisation, with a control signal flat, not every such curve was filed as active; inconclusive means small, poorly fitted or top-dose-only effect, or effect the other way, or a change in a side signal; inactive means no such curve, though single readings can be large or run the other way; the % refers to the polarisation; further: potency means the concentration at half of the fitted maximal effect; on the % scale 0 is the no-effect control and ±100 the full control effect
PGK inhibitor = qHTS Assay to Find Inhibitors of Phosphoglycerate Kinase; AID 602233, 2012; Potency, µM (series often up to 57.5 µM), inactives show at the top dose activity change, negative = inhibition, usual class: inhibitors; Phosphoglycerate kinase, glycosomal (Trypanosoma brucei brucei), P07378; PGK/GAPDH coupled, Kinase-Glo luminescence, 60 min; actives 0.043% (n = 380,000); further: potency means the concentration at half of the fitted maximal effect; on the % scale 0 is the no-effect control and ±100 the full control effect; nearly all actives have a fitted effect of over 60% in size
Target sequence (P07378 whole entry, looked up): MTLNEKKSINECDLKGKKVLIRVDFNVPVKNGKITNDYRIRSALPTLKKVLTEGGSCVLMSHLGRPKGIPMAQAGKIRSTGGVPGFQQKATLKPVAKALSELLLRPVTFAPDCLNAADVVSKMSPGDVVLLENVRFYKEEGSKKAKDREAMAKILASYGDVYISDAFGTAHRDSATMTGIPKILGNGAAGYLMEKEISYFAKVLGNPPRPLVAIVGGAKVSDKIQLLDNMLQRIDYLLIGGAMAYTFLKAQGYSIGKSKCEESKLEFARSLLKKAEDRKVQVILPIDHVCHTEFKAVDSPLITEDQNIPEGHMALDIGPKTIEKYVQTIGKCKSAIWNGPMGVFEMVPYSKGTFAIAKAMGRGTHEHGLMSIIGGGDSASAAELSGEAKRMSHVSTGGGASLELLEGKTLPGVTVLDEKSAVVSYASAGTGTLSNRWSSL
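Luminescent ATP detection (Kinase-Glo Plus) follows a 60-minute room-temperature incubation, with wells lacking PGK as controls. Buffer: 100 mM TEA (pH 7.6), 5 mM MgCl2, 0.01% Tween-20. Coupling enzyme GAPDH (100 nM final) supplies unstable 1,3-BPG in-well.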
TrxR1 inh = qHTS Assay for Inhibitors of Mammalian Selenoprotein Thioredoxin Reductase 1 (TrxR1): qHTS | actives 1% (n = 390,000) | Potency, µM (top dose mostly 114 µM), without a hit: top-dose activity change, negative = inhibition, most hits filed as inhibitors | Thioredoxin reductase 1, cytoplasmic (Rattus norvegicus), O89049 | recombinant rTrxR1, NADPH fluorescence consumption, selenite substrate; further: potency means the concentration at half of the fitted maximal effect; on the % scale 0 is the no-effect control and ±100 the full control effect; nearly all actives have a fitted effect of over 65% in size
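Rat TrxR1 (90 nM in the dispensed reagent) was pre-reduced with 400 uM NADPH for 5 min at room temperature, then incubated with compound for 15 min. After 400 uM selenite was added, NADPH fluorescence (Ex 340/Em 450 nm) was followed for 8 min.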
mIDH1 inhibitor = qHTS for Inhibitors of mutant isocitrate dehydrogenase 1 (IDH1): qHTS | Isocitrate dehydrogenase [NADP] cytoplasmic (Homo sapiens), O75874 | IDH1-R132H enzyme, NADPH consumption, diaphorase/resazurin fluorescence | Potency, µM (highest dose often 76.6 µM), inactives show top-dose activity change, negative = inhibition, usual class: inhibitors | actives 0.093% (n = 390,000) | AID 602179, 2012; further: potency means the concentration at half of the fitted maximal effect; on the % scale 0 is the no-effect control and ±100 the full control effect; nearly all actives have a fitted effect of over 65% in size
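IDH1-R132H (0.5 ug/mL) preincubated 30 min with compound, then NADPH (0.016 mM) and alpha-KG (2 mM) added; 80 min at RT, pH 7.5. Remaining NADPH coupled via diaphorase/resazurin to fluorescence (540/590 nm); concentration-response curves normalized to no-enzyme control.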
USP1-UAF1 inh = Inhibitors of USP1/UAF1: Primary Screen; Ubiquitin carboxyl-terminal hydrolase 1 (Homo sapiens), O94782; recombinant USP1/UAF1, Ub-Rhodamine cleavage fluorescence; Potency, µM (titrated, usually from 57.1 µM), without a hit: at the highest dose activity change, negative = inhibition, most hits filed as inhibitors; actives 0.23% (n = 390,000); AID 743255, 2014; further: potency means the concentration at half of the fitted maximal effect; on the % scale 0 is the no-effect control and ±100 the full control effect; nearly all actives have a fitted effect of over 60% in size; inactives centre near -12
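1 nM enzyme complex + cpd, 15 min RT; start with Ub-Rho 150nM final; kinetic fluorescence ex 480/em 540, 6 reads q60 s. Buffer 50mM HEPES pH 7.8, 0.5mM EDTA, 0.1 mg/ml BSA, 1mM TCEP, 0.01% Tween-20.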
GLS inhibitor = qHTS for Inhibitors of Glutaminase (GLS). Glutaminase kidney isoform, mitochondrial (Homo sapiens), O94925. GLS enzymatic activity, qHTS titration. Potency, µM (highest dose often 45.5 µM), inactives show at the highest dose activity change, negative = inhibition, hits mostly inhibitors. actives 0.21% (n = 410,000); further: potency means the concentration at half of the fitted maximal effect; on the % scale 0 is the no-effect control and ±100 the full control effect
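hKGA; 45 mM KH2PO4 pH 8.2 + 0.02% Tween-20; cpd via pin tool; 1 mM Gln soln; GluOx/HRP/Amplex Red; RT 30 min; fluor. t0 & final.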
TrxR1 substrate = qHTS Assay for Substrates of Mammalian Selenoprotein Thioredoxin Reductase 1 (TrxR1): qHTS; Thioredoxin reductase 1, cytoplasmic (Rattus norvegicus), O89049; purified TrxR1 substrate turnover, NADPH consumption readout; Potency, µM (doses to about 114 µM), without a hit: at the top dose activity change, negative = substrate turnover; actives 0.01% (n = 390,000); further: potency means the concentration at half of the fitted maximal effect; on the % scale 0 is the no-effect control and ±100 the full control effect; nearly all actives have a fitted effect of over 50% in size
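Rat TrxR1, dispensed at 90 nM, was prereduced with 400 uM NADPH (final) for 5 min at ~22 deg C, then incubated with compound 15 min before 400 uM selenite. A first-read NADPH fluorescence drop versus no-compound background flagged substrates.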
HP1b binding inh = HTS for Inhibitors of HP1-beta Chromodomain Interactions with Methylated Histone Tails. Chromobox protein homolog 1 (Homo sapiens), P83916. AlphaScreen HP1-beta / biotin-H3K9me3 peptide binding. Potency, µM (series often up to 114 µM), inactives show at the top dose activity change, negative = inhibition, hits mostly inhibitors. actives 0.56% (n = 390,000). AID 540317, 2011; further: potency means the concentration at half of the fitted maximal effect; nearly all actives have a fitted effect of over 70% in size; inactives centre near 23
Target sequence (P83916 whole entry, looked up): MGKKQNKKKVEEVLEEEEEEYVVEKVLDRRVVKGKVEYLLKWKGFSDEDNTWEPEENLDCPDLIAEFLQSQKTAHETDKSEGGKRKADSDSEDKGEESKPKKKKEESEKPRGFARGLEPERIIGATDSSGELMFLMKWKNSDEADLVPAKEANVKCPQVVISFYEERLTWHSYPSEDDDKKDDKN
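Compound inhibition of the preformed complex between 50 nM HP1-beta and 50 nM biotinylated H3K9me3 peptide was read by AlphaScreen. Buffer was PBS pH 7.4 with 0.01% Tween-20. Incubations ran 30 min at room temperature, with 10 ug/mL donor/acceptor beads.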
PI4K2A inh = qHTS for small molecular inhibitors of PI4K2A; Phosphatidylinositol 4-kinase type 2-alpha (Homo sapiens), Q9BTU6; purified PI4K2A, ADP-Glo luminescence, 1 h; active compounds read low; activity change, negative = inhibition, % at 76.9 µM; actives 0.13% (n = 420,000); AID 1346378, 2018; in the data active means activity change below about -50%; inconclusive means mostly about -30% to -49%;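 further: -100% = wells without enzyme as full effect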
Target sequence (Q9BTU6 whole entry, looked up): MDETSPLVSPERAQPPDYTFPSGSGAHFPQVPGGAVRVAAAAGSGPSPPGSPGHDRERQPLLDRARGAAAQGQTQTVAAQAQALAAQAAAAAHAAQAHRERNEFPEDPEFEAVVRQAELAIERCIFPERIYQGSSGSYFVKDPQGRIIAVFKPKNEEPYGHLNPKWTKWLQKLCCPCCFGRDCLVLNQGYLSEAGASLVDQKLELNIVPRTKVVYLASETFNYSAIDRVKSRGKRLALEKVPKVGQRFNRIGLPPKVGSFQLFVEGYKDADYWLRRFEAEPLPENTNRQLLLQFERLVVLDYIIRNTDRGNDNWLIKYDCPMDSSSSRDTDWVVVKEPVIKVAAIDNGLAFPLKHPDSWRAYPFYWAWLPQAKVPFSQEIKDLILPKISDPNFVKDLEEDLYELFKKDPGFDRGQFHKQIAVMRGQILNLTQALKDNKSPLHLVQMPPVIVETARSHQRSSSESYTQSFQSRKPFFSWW
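ADP-Glo luminescence measured ADP generated by PI4K2A enzyme (4 ug/mL before mixing) with 1.2 mM PI substrate (pre-mix) and 300 microM ATP (pre-mix). Tris pH7.5 buffer with MgCl2, Triton X-100; 1 h reaction at ambient temperature.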
An asterisk follows results filed as active; i = inactive; ? = inconclusive; / = not tested or not shown; & = joins results of further samples; ! = repeats disagree; [ ] = dose if it differs, or a comment. Unless noted, the call rests on the fitted dose curve; in most records, active means well fitted curve in the direction sought with a large enough effect; inconclusive means small, poorly fitted or top-dose-only effect, or another doubt; inactive means no such curve, though single readings can be large; an effect the other way counts as inactive or inconclusive. This is a subset (hit frequency here may not be typical).

SMILES	Pin1 inh	PGK inhibitor	TrxR1 inh	mIDH1 inhibitor	USP1-UAF1 inh	GLS inhibitor	TrxR1 substrate	HP1b binding inh	PI4K2A inh
COc1cc([N+](=O)[O-])ccc1NC(=O)NCc1cccnc1	1%	-5%	15%	-10%	-31%	-4%	-4%	39%	2
COc1ccc(/C=N/NC(=O)c2ccccc2NC(=O)c2ccco2)c(OC)c1	5%	i	30%[activator][57.1 µM]	7%	?	2%	10%[57.1 µM]	-8%	-6
Cc1nn(C(C)C(=O)NC2CCCCCC2)c(=O)c2nn(-c3ccccc3)c(C)c12 (centres undefined)	-8%	i	5%	-4%	-23%	1%	-2%	53%[activator]	1
CCN(CC)Cc1oc(-c2ccccc2)cc1C(=O)O	0%	-6%	1%[57.1 µM]	-7%	-1%	28%	5%[57.1 µM]	-8%	3
Clc1ccc2nc(CN3CCCCC3)cn2c1	-14%	/	-10%	5%	-2%	-1%	-2%	30%	2
CC(C)C[C@H]1CNC(=O)C(=O)N1CC1CCN(CCc2ccc(-c3ccccc3)cc2)CC1	10%	8%	0%	3%	4%	7%	-5%	31%	1
CC(C(=O)Nc1ccc(F)c(F)c1)N1CCN(C)CC1 (centres undefined)	-18%	i	16%[57.1 µM]	-6%	-4%	-3%	8%[57.1 µM]	35µM*	0
COC(=O)c1sccc1NC(=O)COc1cccc(C)c1	-12%	i	32%	15%	-28%	0%	6%	65%[activator]	3
CC1=C(C(=O)Nc2ccc(C)cc2)C(c2ccc(Cl)cc2)n2nnnc2N1 (centres undefined)	6%	i	14%[57.1 µM]	6%	-25%	5%	4%[57.1 µM]	60%[activator]	-6
C=CCSc1nnc(-c2c[nH]c3ccccc23)n1CCOC	-1%	1%	16%	4%	-9%	1%	3%	20%	1
CC(C)Cc1ccc(S(=O)(=O)N2CCC(c3ccncc3)CC2)cc1	-2%	-1%	16%[57.1 µM]	-2%	-6%	-12%	4%[57.1 µM]	60%[activator]	0
Cc1cccc(NC(=O)c2cnc3n(c2=O)CCS3)c1	-3%	7%	-2%	4%	-12%	1%	10%	30%	-5
COc1ccc(COC[C@H](C)[C@H](O)[C@@H](C)[C@H]2OC(=O)[C@@H]2C)cc1	0%&3%	-1%	7.9µM*!	4%	9%	?	-3%&-6%	22%&16%	0
CCOc1ccccc1CN1CCN(Cc2cn(C)nc2-c2ccccc2)CC1CCO (centres undefined)	-12%	3%	19%	-14%	-20%	21%	4%	19%	5
CN(C)CCCn1c2c(c(SCC(=O)Nc3ccc4c(c3)OCO4)nc1=O)CCC2	-3%	i	6%[57.1 µM]	-1%	-37%	3%	-10%	18%	-2

Given with two lines to a compound: 2 of the compounds above.
Fields – Pin1 inh, PGK inhibitor, TrxR1 inh, mIDH1 inhibitor, USP1-UAF1 inh, GLS inhibitor, TrxR1 substrate, HP1b binding inh, PI4K2A inh
- Clc1ccc2nc(CN3CCCCC3)cn2c1
  -14%, /, -10%, 5%, -2%, -1%, -2%, 30%, 2
- Cc1cccc(NC(=O)c2cnc3n(c2=O)CCS3)c1
  -3%, 7%, -2%, 4%, -12%, 1%, 10%, 30%, -5

Carrying on:
SMILES	Pin1 inh	PGK inhibitor	TrxR1 inh	mIDH1 inhibitor	USP1-UAF1 inh	GLS inhibitor	TrxR1 substrate	HP1b binding inh	PI4K2A inh
CC(C)(C)C1CCc2c(sc(NC(=O)c3ccccc3F)c2C(=O)NCc2ccco2)C1 (centres undefined)	-15%	-4%	23%	0%	-14%	-14%	3%	25%	2
CCN(CC(=O)Nc1ccc(NC(C)=O)cc1)c1ccc(C(F)(F)F)cn1	-1%	-5%	6%[57.1 µM]	4%	-4%	19%	-13%	23%	4
N#Cc1nc(-c2cccs2)oc1NCc1ccc2c(c1)OCO2	3%	0%	2%[57.1 µM]	1%	-7%	8%	177%[activator][57.1 µM]	?	-1
O=C(O)c1cccc(S(=O)(=O)N2CCN(c3ccccn3)CC2)c1	0%	1%	19%	5%	-22%	5%	3%	27%	0
O=C(Nc1ccc(Oc2ccc(C(=O)O)c(C(=O)O)c2)cc1)c1cccs1	?	i	28%[57.1 µM]	0%	?	2%	-27%[57.1 µM]	30%	-1
CC(C)CNS(=O)(=O)c1ccc(CCC(=O)N2CCN(c3ccccc3)CC2)cc1	8%	4%	14%[57.1 µM]	-2%	2%	1%	1%[57.1 µM]	36%	0
COc1ccccc1-c1nn(-c2ccccc2)cc1C(=O)NC1CC1	-2%	-3%	12%	-1%	-18%	-1%	0%	28%	-6
CCOC(=O)C1C(=O)NC(N2CCN(Cc3ccccc3)CC2)=NC1c1ccccc1 (centres undefined)	-4%	-2%	30%	8%	-2%	4%	18%	10%	-9
O=C(c1ccc(N2CCCC2=O)cc1)N1CCCCCC1	0%	-6%	0%	5%	8%	13%	-3%	16%	2
O=C(NCc1ccccc1Cl)c1ccc(-n2cnc3cccnc32)cc1	0%	-10%	11%	-10%	-8%	-11%	-3%	17%	-10
COc1ccc(C(=O)N(Cc2nc(-c3ccc(C)cc3)no2)C2CCCCC2)cc1OC	?	3%[11.5 µM]	7%	0%	-8%	4%	-1%	17%	0
CC(=O)Oc1ccc(C(=O)[C@H]2[C@H]3C(=O)N(c4ccc5ccccc5c4)C(=O)[C@H]3[C@@H]3C=CC=NN32)cc1	25%	-6%	-18%	-4%	-3%	2%	-2%	14%	3
CC(C)CNc1nc(N)c([N+](=O)[O-])c(NC2CCCCC2)n1	-2%	-1%	-19%	-12%	-4%	-9%	-8%	33%	4
CCOC(=O)Cn1nc(C)c(NC(=O)COc2ccccc2[N+](=O)[O-])c1C	-2%	5%	33%[57.1 µM]	2%	-12%	?	7%[57.1 µM]	23%	3
Nc1nc(SCC(=O)Nc2ccc(Oc3ccccc3)cc2)n[nH]1	14%	i	8%	0%	-21%	14%	-3%	10%	0
NS(=O)(=O)c1ccc(N=Nc2c(-c3ccccc3)[nH]n(-c3nc(-c4ccccc4)cs3)c2=O)cc1	-10%	-5%	-12%	4%	-2%	9%	-13%	?	-1
O=C(NCCCN1CCCC1=O)C1CCN(S(=O)(=O)c2ccc(F)cc2)CC1	-7%	-9%	5%	4%	-16%	3%	5%	40%[activator]	-4
CN=c1scc(-c2cccs2)n1/N=C/c1ccc(O)c(O)c1O	?	-17%	-19%	2%	-20%	?	1%	5µM*	?
CCc1ccccc1NC(=O)CSc1nc(-c2ccccc2OC)nc2c1Cc1c(CO)cnc(C)c1O2	19%	-10%	11%	-11%	0%	?	-4%	14%	-6
CCCc1nc2oc3c(=O)[nH]cnc3c2c2c1COC(C)(C)C2	-2%	5%	24%	6%	-21%	5%	55%[activator]	29%	-1
COC1=CC(=Cc2c(N)n3nc(CC(=O)N4CCOCC4)sc3nc2=O)C=C(OC)C1=O	?	-7%	-30%	15%	-25%	2%	-30%	3%[57 µM]	5
COc1ccc2sc(-c3ccccc3OC)c(C#CCCO)c2c1	-3%	-2%	-20%	12%	?	-1%	5%	42%[activator]	-10
CCOC(=O)Cc1ccc(NCc2ccc(Cl)cc2)cc1	1%	-1%	11%[57.1 µM]	2%	-8%	1%	10%[57.1 µM]	9%	1
CCOC(=O)C1CCN(c2cc(=O)n(C3CCCCC3)c(=O)[nH]2)CC1	4%	6%	-26%	-2%	-10%	12%	-5%	21%	1
O=C(NCc1ccc(OC(F)(F)F)cc1)C1CCC(=O)N(C2CC2)C1 (centres undefined)	0%	4%	10%	-3%	-9%	9%	0%	14%	3
O=S(=O)(c1cccs1)N1CCN(c2nc(-c3cccs3)nc3ccccc23)CC1	-2%	/	-20%	/	/	/	-2%	51%[activator]	/
COc1ccccc1N(C(=O)c1snc(C(N)=O)c1N)C(C(=O)NCc1ccccc1)c1ccc(O)cc1 (centres undefined)	2%	0%	35%	58µM*	-21%	0%	32%[activator]	18%	-1
COc1cc(C(=O)NCC(=O)N/N=C(\C)Cc2ccccc2)cc(OC)c1OC	1%	-2%	33%	-4%	-18%	-7%	3%	39%[activator]	-4
Cc1noc2ncnc(Oc3ccccc3Cl)c12	-1%	-9%	27%	-4%	-25%	-8%	6%	61%[activator]	1
O=C(NC1CCCCCC1)C1c2ccccc2C(=O)N1CCCN1CCOCC1 (centres undefined)	-5%	-1%	5%[57.1 µM]	2%	-12%	5%	5%[57.1 µM]	27%	-3
Cc1ccc(OC(C)C(=O)Nc2ccc(Cl)cn2)c([N+](=O)[O-])n1 (centres undefined)	-1%	-1%	14%	-3%	-16%	0%	6%	15%	-1
